Screening results: PubChem BioAssay, several laboratories
bIAP act: bovine intestinal alkaline phosphatase activators, primary screen, biochemical, bovine IAP, CDP-star luminescence; alkaline phosphatase, intestinal [Bos taurus]; purified bovine IAP, 30 min; stronger effect = higher value; fold of DMSO-control signal, blank-subtracted; activation factor at 20 µM; 200,000 compounds, 0.17% hits;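 active = activation factor of 2 or more at 20 µM, a signal rise over negative controls twice the positive control's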
TLR4 MyD88 comp: inhibitors of TLR4-MyD88 association in cells, primary screen, cell-based, HeLa CL3-4, BLA complementation, FRET ratio; Toll-like receptor 4 (Homo sapiens) + Myeloid differentiation primary response protein …; HeLa CL3-4 TLR4/MyD88 BLA complementation; inhibition, % at 8.4 µM; 200,000 compounds, 0.18% hits; AID 861, 2007; in the data active = inhibition above about 25%;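 also: 0% = vehicle and 100% = reference inhibitor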
PPARg SRC-3 ag: PPARgamma agonists recruiting SRC-3 coactivator, primary screen, biochemical | biochemical PPARgamma/SRC-3 coactivator recruitment assay | activation, % at 8 µM | AID 731, 2007 | Peroxisome proliferator-activated receptor gamma (Homo sapiens), P37231 | 200,000 compounds, 0.26% hits; in the data active = activation above about 23%;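 also: 0% = DMSO and 100% = reference agonist; some compounds past the cut are filed as inactive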
PPARg SRC-2 ag: agonists of PPARg-SRC-2 recruitment, primary screen, biochemical, HTS; PPARgamma LBD-SRC-2 recruitment; activation, % at 8 µM; 200,000 compounds, 0.34% hits; in the data active = activation above about 22%;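 also: 0% = vehicle and 100% = reference agonist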
ROMK mod: ROMK potassium channel modulators, primary screen, cell-based, thallium flux, MLSMR library. ATP-sensitive inward rectifier potassium channel 1 (Homo sapiens), P48048. Tet-inducible ROMK, thallium flux fluorescence; actives lie on both sides. B-score at 10 µM. 130,000 compounds, 2% hits;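 active = signal ratio slope over the read window, or its plate-corrected B-score, at least 3 SD from the plate mean, either direction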;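 also: B-score of the F/F0 ratio slope over 7 to 12 s after thallium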
Target sequence (P48048 whole entry, looked up): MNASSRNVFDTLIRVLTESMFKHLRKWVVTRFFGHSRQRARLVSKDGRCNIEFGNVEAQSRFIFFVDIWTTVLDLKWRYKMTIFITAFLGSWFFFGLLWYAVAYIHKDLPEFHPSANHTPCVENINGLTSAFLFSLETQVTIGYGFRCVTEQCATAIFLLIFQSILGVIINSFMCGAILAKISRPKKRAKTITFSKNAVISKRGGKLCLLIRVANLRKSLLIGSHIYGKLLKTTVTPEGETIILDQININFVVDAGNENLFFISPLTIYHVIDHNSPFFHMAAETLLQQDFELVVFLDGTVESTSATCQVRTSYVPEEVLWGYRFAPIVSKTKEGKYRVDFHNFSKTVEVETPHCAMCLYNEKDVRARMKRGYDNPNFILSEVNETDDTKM
PPARg SRC1 recr: PPARgamma agonists recruiting SRC-1 coactivator, primary screen, biochemical; Peroxisome proliferator-activated receptor gamma (Homo sapiens), P37231; PPARgamma-SRC-1 coactivator recruitment biochemical assay; 200,000 compounds, 0.41% hits; activation, % at 8 µM; in the data active = activation above about 19%;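 also: 0% = DMSO and 100% = reference agonist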
bIAP inh: bovine intestinal alkaline phosphatase inhibitors, primary screen, selectivity assay for TNAP inhibitor project, biochemical, bovine IAP, CDP-star luminescence | alkaline phosphatase, intestinal [Bos taurus] | purified bovine IAP, 30 min | inhibition, % at 20 µM | 190,000 tested, under 10 active | AID 1019, 2008;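 active = over 50% inhibition of intestinal alkaline phosphatase at 20 µM in the single-dose screen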
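System: Purified bovine intestinal alkaline phosphatase (IAP) enzyme | Input: IAP diluted 1/65,000,000 in the well | Also added: CDP-star chemiluminescent phosphatase substrate, 30 µM final | Dosing: 20 µM single dose | Times: Enzyme reaction for 30 min at room temperature | Detection: Luminescence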
L major viab: Leishmania major promastigote growth inhibition, primary screen | Leishmania major promastigotes, resazurin fluorescence viability | inhibition, % at 10 µM | 200,000 compounds, 9% hits | AID 1063, 2008; in the data active = inhibition above about 50%;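 also: promastigotes grown with compound for 44 hours at 28 °C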
DTT redox prof: compounds producing H2O2 with reducing agent – biochemical, NIH compound library profiling, artefact control for MLSCN library redox annotation, primary screen. DTT-dependent redox cycling H2O2, phenol red/HRP absorbance; 100% = 100 µM peroxide control, 0% = buffer. 200,000 compounds, 0.03% hits. activation, % at 10 µM;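 active = activation of at least 50% relative to the plate's high and low controls in the primary single-dose screen; inactive = activation below 50%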;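 also: compound incubated with DTT at 0.8 mM final as the reducing agent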
SRC2 TRFRET art: TR-FRET signal artefacts, primary screen, artefact control for PPARgamma SRC-2 agonist project, biochemical; TR-FRET artefact counter-screen; stronger effect = higher value; TR-FRET ratio at 8 µM; 200,000 compounds, 0.4% hits; AID 1049, 2008; in the data active = TR-FRET ratio above about 2000; also: inactives centre near 1500
S1P3 antagonist: S1P3 receptor antagonists, primary screen, cell-based; Sphingosine 1-phosphate receptor 3 (Homo sapiens), Q99500; CHO S1P3 NFAT-BLA reporter, FRET fluorescence, antagonist mode; inhibition, % at 4.98 µM; 170,000 compounds, 0.27% hits;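 active = inhibition above the plate cutoff, the mean inhibition of test wells on that plate plus 3 SD, cut at about 28% in these data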;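 also: cells challenged with S1P at its EC80 of 0.8 µM; blue over green emission ratio from cleaved BLA substrate after 4 h stimulation; 0% = S1P-stimulated wells and 100% = unstimulated DMSO-only wells; some compounds past the cut are filed as inactive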
Target sequence (Q99500 whole entry, looked up): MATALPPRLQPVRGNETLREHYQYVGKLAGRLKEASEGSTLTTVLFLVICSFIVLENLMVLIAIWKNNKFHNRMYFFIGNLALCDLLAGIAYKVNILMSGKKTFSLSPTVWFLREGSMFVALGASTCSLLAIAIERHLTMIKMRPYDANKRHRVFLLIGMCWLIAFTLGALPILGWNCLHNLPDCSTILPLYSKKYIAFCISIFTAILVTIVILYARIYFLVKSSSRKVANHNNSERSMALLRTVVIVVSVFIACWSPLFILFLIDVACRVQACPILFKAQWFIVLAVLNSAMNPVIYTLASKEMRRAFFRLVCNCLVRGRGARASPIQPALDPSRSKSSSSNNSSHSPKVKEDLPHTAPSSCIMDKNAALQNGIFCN
* = called active by the depositor; . = no result given.

SMILES	bIAP act	TLR4 MyD88 comp	PPARg SRC-3 ag	PPARg SRC-2 ag	ROMK mod	PPARg SRC1 recr	bIAP inh	L major viab	DTT redox prof	SRC2 TRFRET art	S1P3 antagonist
CCOC(=O)C/C(C)=N\Nc1ccc([N+](=O)[O-])cc1[N+](=O)[O-]	0.9	-10	2	4	-1.2	8	12	3	-0.7	1506	-22
Cc1noc(C)c1COC(=O)CN(C)S(=O)(=O)c1ccc(Cl)cc1	1	1	0	3	-0.3	2	4	-12	-2.0	1476	6
COc1ccccc1C1C(C#N)=C(N)Oc2c1c(-c1ccccc1)nn2-c1ccccc1 (stereo not drawn)	1	-2	5	0	.	2	1	-3	0.4	1504	-18
O=c1c2ccccc2nc2n1C(CSCc1ccccc1)CS2 (stereo not drawn)	0.8	-7	-4	-1	.	0	16	-2	-3.1	1514	.
COc1cccc(C(=O)COC(=O)C(C)N2C(=O)c3ccccc3C2=O)c1 (stereo not drawn)	1	-2	-13	0	-0.58	-2	4	-7	-0.5	1460	1
O=C(Nc1ccccc1)C1=C[C@@H](c2coc3ccccc3c2=O)C[C@@H](OCc2ccc(CO)cc2)O1	1	2	4	5	.	7	0	21	-0.9	1543	-10
O=C(NCc1ccccc1F)c1ccc2c(c1)OCO2	1	-11	5	4	0.56	2	2	-4	-0.1	1587	.
CC(=O)c1ccc(Sc2ccccc2)cc1	0.8	3	0	2	.	8	19	-12	-0.7	1605	.
COc1cc(OC)c(OC)cc1CN(C)CCc1ccccn1	1.1	6	-2	6	0.016	-8	-10	-3	-1.3	1396	0
CC(C)Nc1nnc(SCC(=O)c2c[nH]c3ccccc23)s1	1	2	0	1	.	-2	-3	38	-0.3	1635	11
O=C(CSc1nnnn1C1CCCCC1)Nc1cccc(NC(=O)c2ccco2)c1	0.9	2	1	-7	.	-2	9	45	-1.9	1425	-15
Cc1ccc(SCc2ccc(C(=O)NCc3cccnc3)cc2)cc1	0.5	-7	-3	-4	-0.25	-5	45	12	0.2	1443	-30
CC(=O)Nc1ccc(S(=O)(=O)c2ccc(N)cc2)cc1	0.9	8	0	-3	0.0066	4	5	-9	2.1	1645	6
Cc1ccc(OC(=O)COc2ccccc2)c(-n2nc3ccccc3n2)c1	0.8	8	-1	4	.	0	16	-7	0.3	1502	.
COc1ccc(-c2csc3ncn(CC(=O)N4CCOCC4)c(=O)c23)cc1	0.9	-17	-1	2	0.93	-2	6	-4	0.0	1787	-13
CCC(C(=O)OC)n1cnc2c(cnn2-c2ccc(Cl)cc2)c1=O (stereo not drawn)	1	1	6	-4	.	1	3	-12	0.4	1556	-29
O=C(COC(=O)/C=C/c1cccc([N+](=O)[O-])c1)NCc1ccco1	1	4	1	5	-0.37	3	1	-6	-0.3	1661	-14
CN1CCN(c2ccc([N+](=O)[O-])cc2/C=N/NC(=O)c2ccc(F)cc2)CC1	0.9	4	-2	-4	1.3	4	12	11	-1.3	1554	.
COc1cccc(-c2cc3nc4c(c(N5CCC6(CC5)OCCO6)n3n2)CCCC4)c1	1.1	2	12	9	-0.66	6	-7	39	1.4	1438	.
CCN1C(=O)C(CC(=O)Nc2ccc(F)cc2)N(Cc2ccco2)C1=S (stereo not drawn)	1	-6	0	3	-0.057	7	2	7	-0.2	1413	-10
CCCc1nc(SCC(=O)N2CCCc3ccccc32)c2c(=O)n(C)c(=O)n(C)c2n1	1	-2	7	7	.	6	2	42	-0.3	1560	-14
COc1cccc(-c2noc(C3CCCN(C(=O)CC(C)(C)C)C3)n2)c1 (stereo not drawn)	1	-8	3	7	.	7	2	8	-0.4	1632	4
Cn1c(SCc2c(Cl)cccc2Cl)nnc1-c1cccs1	0.8	-12	-9	2	.	-1	23	19	0.5	1573	-31
CNS(=O)(=O)c1ccc(Oc2ccc(S(=O)(=O)NC)cc2)cc1	0.8	-3	8	-2	0.31	0	20	-2	0.1	1389	29
CC(C)(C)NC(=O)Cn1nnc(-c2cccs2)n1	0.8	4	2	3	-0.012	7	18	-6	0.3	1397	0
O=C(O)CCCCCCC1C(=O)NC(=O)N1CCC(O)C1CCCCC1 (stereo not drawn)	0.9	2	0	-2	4*	7	7	-8	0.0	1534	2
CC(=O)Nc1ccc(S(=O)(=O)Nc2cccc(-c3csc(C)n3)c2)cc1	0.9	-10	0	4	1.1	-2	9	3	-0.5	1542	7
CCCC(=O)c1ccc2c(c1)OCCO2	1	-9	12	4	-0.011	3	4	-3	0.0	1573	.
COc1ccc(/C=N/NC(=O)c2cc(=O)[nH]c3ccccc23)cc1OC	1.2	-15	0	6	-0.39	10	-22	-7	0.3	1506	2
COc1cccc(NC(=O)Cn2c(CCC(=O)O)ccc2-c2ccc(Cl)cc2)c1	1	-1	2	18	-0.062	9	3	0	-0.9	1711	8
O=C1CC(N2CCN(Cc3ccccc3)CC2)C(=O)N1CCc1ccccc1 (stereo not drawn)	0.9	11	-2	3	1.2	-4	7	88*	0.1	1567	8
CN(Cc1ccccc1)c1ccc(N2C(=O)CCC2=O)cc1[N+](=O)[O-]	0.9	9	-1	1	-0.72	4	6	-6	-0.9	1525	-46
Cc1csc2ncc(C(=O)N3CCCc4ccccc43)c(=O)n12	0.9	-6	9	-1	.	4	7	-6	-1.5	1707	.
COC(=O)CNC(=O)COC(=O)/C=C/c1ccc2ccccc2n1	1.1	6	0	5	1.4	5	-12	3	0.1	1536	-18
CC[C@H](C)[C@H](NC(N)=O)C(=O)NCCc1ccc(OC)c(OC)c1	1	13	0	9	0.36	4	1	-3	0.3	1638	-10
O=[N+]([O-])c1nn(-c2ccccc2)n(O)c1=NCc1ccc2c(c1)OCO2	0.8	-5	8	5	-0.95	4	22	16	-5.0	1568	.
O=C(c1ccc2nccnc2c1)N1CCN(Cc2ccc3c(c2)OCO3)CC1	1.1	6	-5	1	0.086	6	-6	14	-0.4	1502	-19
COc1cccc(NC(=O)COc2ccc3c(c2)CCC3)c1	0.9	-4	-2	3	-1.3	-1	8	-6	-0.5	1571	-2
O=C(/C=C/c1ccc2c(c1)OCO2)N1CCOCC1	1	-8	10	3	0.8	2	-2	-6	-4.5	1591	.
c1csc(CNc2ncnc3nc[nH]c23)c1	1.2	2	2	-1	.	4	-18	-6	-1.2	1513	-9
COC(=O)c1cc2oc3ccccc3c2n1CC(=O)Nc1ccccc1OC	1	10	-1	-4	.	0	2	83*	0.2	1423	9
CCOC(=O)C1=NN(C(C)=O)C2(CC(=O)N(c3cc(C)cc(C)c3)C2=O)C1 (stereo not drawn)	0.9	-8	0	8	.	-1	5	-4	0.5	1537	-1
CC(C)COP(=O)(OCC(C)C)C(O)c1ccccc1F (stereo not drawn)	0.7	4	4	0	-1.5	-2	32	0	-4.8	1452	.
CC(C)N(C(=O)Cn1cc(SCC(=O)NCc2ccco2)c2ccccc21)C(C)C	1.3	-2	-2	-2	-0.085	-12	-26	-1	-1.0	1404	-3
Cc1oc(C(C)(C)C)cc1C(=O)N1CCCC1C(=O)O (stereo not drawn)	1	4	14	1	0.85	-5	4	-2	-0.1	1407	.
CC(OC(=O)c1ccccc1NS(=O)(=O)c1cccc(N)c1)C(=O)N(C)Cc1ccccc1 (stereo not drawn)	1.2	5	1	-1	-0.84	-2	-23	82*	0.2	1452	2
CNC(=O)CSc1nnc(-c2cccc(S(=O)(=O)N3CCOCC3)c2)n1-c1ccc(F)cc1	1	2	-6	-5	.	-4	4	5	3.2	1638	-23
Cc1cc(NC(=O)c2cnn3c(C(F)(F)F)cc(-c4ccccc4)nc23)no1	1.1	4	2	-10	-0.061	-2	-8	27	0.8	1238	-15
COc1ccccc1N(CC(=O)NC(C)(C)C)C(=O)c1ccc(Cl)nc1	1	1	2	7	0.3	15	0	-4	-0.1	1610	0
O=C(O)C1CCCCC1C(=O)NCCc1ccc(F)cc1 (stereo not drawn)	0.9	2	-2	-9	-0.037	-7	6	-7	-0.5	1377	-9
CC(C)CC(=O)Nc1nc(=S)ss1	1	-17	7	9	1.3	1	-3	-11	0.2	1706	.
Cc1ccc(NS(=O)(=O)c2cc(C(=O)NCCSc3ccc(C)cc3)ccc2C)cc1	0.9	1	10	21	0.49	20*	8	100*	-7.1	1621	.
O=C(Nc1nc(=O)c2ccccc2s1)c1ccccc1	0.9	-7	9	15	3*	8	15	-8	0.3	1479	.
Cc1ccc(SCC(=O)Nc2ccc(N3CCN(c4ccccc4)CC3)c(F)c2)cc1	0.8	9	5	3	.	8	19	-7	-6.3	1464	.
CC(=O)N1CN(C2CCS(=O)(=O)C2)Cc2c1sc1c2CCCC1 (stereo not drawn)	1	15	10	2	.	4	4	-5	-0.5	1711	1
Cc1ccc(-n2c(C)cc(C=C3C(=O)CC(C)(C)CC3=O)c2C)cc1	0.9	-10	-1	-7	0.17	-6	5	98*	1.5	1478	-4
COc1ccc(N=CC2=C(O)CC(c3ccccc3)CC2=O)c(OC)c1 (stereo not drawn)	1	6	1	-2	.	7	2	47	.	1641	0
CCOC(=O)N/N=C(\C)c1ccc(OC(F)F)cc1OC(F)F	1	-3	-3	8	.	5	4	-2	0.1	1685	-11
CC1CCN(Cc2nnnn2-c2ccc(Cl)cc2)CC1	1.3	21	0	0	0.061	0	-31	0	0.1	1417	-5
O=C(c1ccc(Br)o1)N1CCN(c2ccc(F)cc2)CC1	0.9	5	-5	0	.	-8	12	0	0.4	1380	11
COc1ccc(NC(=O)Nc2ccccc2F)c([N+](=O)[O-])c1	1.1	13	2	-1	0.5	7	-14	5	0.5	1491	-1
O=C(N/N=C1\CCCCc2ccccc21)c1ccccn1	1.1	-8	2	-3	0.77	-6	-13	22	-2.0	1502	-11

Compound profiles (already shown):
Results for `CC1CCN(Cc2nnnn2-c2ccc(Cl)cc2)CC1` = bIAP act: 1.3; TLR4 MyD88 comp: 21; PPARg SRC-3 ag: 0; PPARg SRC-2 ag: 0; ROMK mod: 0.061; PPARg SRC1 recr: 0; bIAP inh: -31; L major viab: 0; DTT redox prof: 0.1; SRC2 TRFRET art: 1417; S1P3 antagonist: -5
Results for `O=C(N/N=C1\CCCCc2ccccc21)c1ccccn1` = bIAP act: 1.1; TLR4 MyD88 comp: -8; PPARg SRC-3 ag: 2; PPARg SRC-2 ag: -3; ROMK mod: 0.77; PPARg SRC1 recr: -6; bIAP inh: -13; L major viab: 22; DTT redox prof: -2.0; SRC2 TRFRET art: 1502; S1P3 antagonist: -11
